# APE1 inh: inhibitors of human APE1 endonuclease; recombinant APE1, TAMRA/BHQ-2 abasic DNA cleavage fluorescence; AID 2517; Potency, µM (series often up to 65.8 µM), without a hit: at the top dose activity change, negative = inhibition, most hits filed as inhibitors; 0.35% of 350,000 active; P27695;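 also: potency is read from the fitted curve at half-maximal effect; plate controls were vehicle for no effect and reference inhibitor for full effect; nearly all actives have a fitted effect of over 55% in size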
#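 0.75 nM APE1 + cpd, 15 min RT; start w/ 50 nM TAMRA/BHQ-2 THF-abasic dsDNA; kinetic fluor 525/598 nm ×3 reads @60 s; Δ(read3−read1); normalized to DMSO and NSC13755 control wells.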
# POLB inh: DNA polymerase beta (human) inhibition | P06746 | Pol beta primer extension/strand displacement, fluorescence kinetic | Potency, µM (doses to about 114 µM), for inactives: at the top dose activity change, negative = inhibition, most hits filed as inhibitors | 1.3% of 340,000 active; also: potency is read from the fitted curve at half-maximal effect; % is scaled to controls: 0 for no effect and ±100 for the full control effect
#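 Pol beta (10 nM) was preincubated with compound for 15 min at room temperature. The reaction was then started with 50 nM substrate and read immediately and after a further 10 min at room temperature.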
# Tb PGK inh: T. brucei PGK inhibition; P07378; PGK/GAPDH coupled, Kinase-Glo luminescence, 60 min; Potency, µM (highest dose often 57.5 µM), without a hit: at the top dose activity change, negative = inhibition, most hits filed as inhibitors; 0.043% of 380,000 active; also: potency is read from the fitted curve at half-maximal effect; % is scaled to controls: 0 for no effect and ±100 for the full control effect; nearly all actives have a fitted effect of over 60% in size
#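 Luminescent ATP detection (Kinase-Glo Plus) follows a 60-minute room-temperature incubation, with wells lacking PGK as controls. Buffer: 100 mM TEA (pH 7.6), 5 mM MgCl2, 0.01% Tween-20. Coupling enzyme GAPDH (100 nM final) supplies unstable 1,3-BPG in-well.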
# POLH inh: inhibitors of human DNA polymerase eta. Q9Y253. recombinant Pol eta, fluorescent DNA replication assay. Potency, µM (highest dose often 114 µM), for inactives: at the top dose activity change, negative = inhibition, usual class: inhibitors. 1.2% of 390,000 active. AID 588591; also: potency is read from the fitted curve at half-maximal effect; % is scaled to controls: 0 for no effect and ±100 for the full control effect
#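 Pol eta (10 nM) was preincubated with compounds for 15 min at room temperature, after which fluorescent replication substrate (50 nM final) was added to start the reaction. Fluorescence was read kinetically at 0 and 10 min.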
# RXFP1 antag: antagonists of human relaxin receptor RXFP1; activity change, negative = inhibition, % at 57.5 µM; AID 1259400; HEK293-RXFP1, relaxin-stimulated cAMP HTRF, 30 min; stronger effect = lower value; Q9HBX9; 0.59% of 350,000 active;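 active = activity change of -60% or lower, but not beyond a set lower limit; inconclusive = change between -60% and -40%, or beyond the set limit; inactive = change above -40%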; also: % is scaled to controls: 0 for no effect and ±100 for the full control effect
# POLI inh: blocks human DNA polymerase iota activity; 1% of 390,000 active; Pol iota fluorescent replication assay, 10 min; Potency, µM (doses to about 115 µM), for inactives: top-dose activity, negative = inhibition, usual class: inhibitors; also: potency is read from the fitted curve at half-maximal effect
#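 Pol iota at 10 nM preincubated 15 min with compounds at room temperature; reaction started with fluorescent substrate, 50 nM final. Fluorescence read kinetically at 0 and 10 min; buffer-only wells as negative control.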
# Anesthetic bind: candidate novel general anesthetic via apoferritin binding; apoferritin/1-aminoanthracene competitive binding, fluorescence; P02791; Potency, µM (top dose mostly 77.5 µM), for the others: at the highest dose activity change, negative = displacement, hits mostly inhibitors; 0.074% of 350,000 active; also: potency is read from the fitted curve at half-maximal effect; % is scaled to controls: 0 for no effect and ±100 for the full control effect; nearly all actives have a fitted effect of over 20% in size
# Target sequence (P02791 2-175 limits assumed): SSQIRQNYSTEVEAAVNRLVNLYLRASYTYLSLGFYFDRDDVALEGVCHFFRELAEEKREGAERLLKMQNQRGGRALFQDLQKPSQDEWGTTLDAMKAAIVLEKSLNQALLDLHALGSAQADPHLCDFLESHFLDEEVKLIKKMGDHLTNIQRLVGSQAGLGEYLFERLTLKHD
#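 10 uM apoferritin + 50% sat. 1-AMA, PBS; cpd 10 min RT; Ex380/Em535 endpoint; normalized to free probe vs complex; 4-param Hill fit; propofol titration as pos. ctrl.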
# POLK inh: inhibitors of human DNA polymerase kappa; AID 588579; Potency, µM (highest dose often 107 µM), without a hit: at the highest dose activity, negative = inhibition, actives largely listed as inhibitors; 0.53% of 400,000 active; Q9UBT6; purified Pol kappa, fluorescent DNA synthesis assay, 10 min; also: potency is read from the fitted curve at half-maximal effect; % is scaled to controls: 0 for no effect and ±100 for the full control effect
# Target sequence (Q9UBT6 whole entry, looked up): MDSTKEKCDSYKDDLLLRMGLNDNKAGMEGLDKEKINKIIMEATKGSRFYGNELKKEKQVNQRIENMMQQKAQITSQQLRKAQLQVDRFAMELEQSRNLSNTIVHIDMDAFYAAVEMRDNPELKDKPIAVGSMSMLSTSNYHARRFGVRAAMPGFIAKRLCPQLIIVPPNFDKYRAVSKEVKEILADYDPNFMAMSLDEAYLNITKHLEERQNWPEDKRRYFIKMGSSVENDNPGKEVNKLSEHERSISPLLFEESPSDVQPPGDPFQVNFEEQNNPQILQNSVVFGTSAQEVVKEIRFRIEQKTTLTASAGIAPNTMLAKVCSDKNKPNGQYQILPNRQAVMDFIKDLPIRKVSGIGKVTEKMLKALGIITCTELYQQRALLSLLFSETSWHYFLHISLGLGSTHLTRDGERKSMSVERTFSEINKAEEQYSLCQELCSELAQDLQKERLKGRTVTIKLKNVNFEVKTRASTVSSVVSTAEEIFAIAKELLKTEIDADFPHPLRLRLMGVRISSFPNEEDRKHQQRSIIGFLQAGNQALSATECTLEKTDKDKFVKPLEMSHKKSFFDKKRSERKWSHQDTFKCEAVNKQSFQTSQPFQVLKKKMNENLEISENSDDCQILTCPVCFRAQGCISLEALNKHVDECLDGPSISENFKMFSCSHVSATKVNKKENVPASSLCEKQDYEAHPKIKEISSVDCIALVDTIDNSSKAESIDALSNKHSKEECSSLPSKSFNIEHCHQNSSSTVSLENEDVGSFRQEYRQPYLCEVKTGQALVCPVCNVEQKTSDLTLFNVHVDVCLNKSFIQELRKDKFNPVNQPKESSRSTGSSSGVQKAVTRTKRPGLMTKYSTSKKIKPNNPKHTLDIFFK
#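 Inhibition of 10 nM Pol kappa is measured by a fluorescent read-out at 0 and 10 min following addition of 50 nM substrate (final), with a 15-min room-temperature compound preincubation.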
# BLM inh: Bloom syndrome helicase (human) inhibition. 0.2% of 350,000 active. P54132. Potency, µM (doses to about 56.1 µM), for the others: at the top dose activity change, negative = inhibition, hits mostly inhibitors. recombinant BLM DNA unwinding, fluorescence dequenching;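 also: potency is read from the fitted curve at half-maximal effect; plate controls were vehicle for no effect and no enzyme for full effect; nearly all actives have a fitted effect of over 35% in size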
# Starred values were filed as active, the others as inactive; i = inactive; ? = inconclusive; . = not tested or not shown; & = joins results of further samples; [ ] = remark or other dose. Unless noted, calls follow the shape of the dose curve; as a rule, active = well fitted curve in the direction sought with a large enough effect; inconclusive = small, poorly fitted or top-dose-only effect, or another doubt; inactive = no such curve, though single readings can be large; an effect the other way counts as inactive or inconclusive. This is a subset; rates above refer to the full screens.
# Results follow in this order: APE1 inh, POLB inh, Tb PGK inh, POLH inh, RXFP1 antag, POLI inh, Anesthetic bind, POLK inh, BLM inh
C[C@H](NC(=O)c1nc[nH]c1C(=O)N[C@@H](CCCCN)C(=O)OC(C)(C)C)C(=O)OCc1ccccc1
→ 11.0%, ., 3.5%, -13.6%, ., 22.3%, ., -3.5%, .
COc1ccccc1C(=O)Nc1ccc(C(=O)c2ccccc2)cc1
→ 2.6%, 10.7%, i, -0.5%, 4.2, 18.4%, -23.7%, -4.3%, -8.2%
Cc1nc(NCCc2cnc[nH]2)c2oc3ccccc3c2n1
→ ?, -7.3%, -3.1%, 5.7%, -7.7, -17.7%, -6.8%, -3.1%[60.1 µM], 2.6%
CC(NS(=O)(=O)c1ccc(Cl)cc1)C(=O)Nc1ccc2c(c1)OCCO2 (stereo not given)
→ -5.9%, 12.2%, i, -11.5%, 2.8, 92.2%[activator], -6.1%, 1.4%, -2.0%
Cc1ccc(NC(=O)C2C(C(=O)O)C3C=CC2C32CC2)cc1 (stereo not given)
→ 3.3%, 31.1%, 7.4%, -7.0%, 5.6, 7.5%, -7.2%, -8.1%, 3.0%
Fc1ccc(CNc2ncnc3cc(Cl)ccc23)cc1
→ 8.9%, 1.2%, i, -8.6%, 0.9, 10.3%, -16.4%, 9.4%, -5.6%
CCCCn1nnc(NC(=O)c2ccc(-c3ccccc3[N+](=O)[O-])o2)n1
→ 3.1%, 25.2%, -8.3%, -17.7%, -0.4, 23.7%, -22.1%, -3.1%, -9.0%
Cc1cc(C)cc(OCC(=O)Nc2ccc(-c3nc4ccccc4o3)cc2)c1
→ ., 30.8%, ., ., -7.6, -1.3%, -2.7%, 7.7%, -3.7%
COC(=O)c1ccc(CN=C(NS(=O)(=O)c2ccccc2)c2ccccc2)cc1
→ 46.4%[activator], ., -11.0%, ?, 3.6, 35.3%[activator], ., -13.9%, .
Cc1nc(SCC(=O)Nc2ccccc2F)[nH]c(=O)c1Cc1ccccc1
→ ., 6.2%, ., ., -5.1, 24.6%, -4.9%, 10.0%, 28.3%
CC(=O)N(C(C)=O)n1c(/C=C/c2cccc([N+](=O)[O-])c2)nc2ccccc2c1=O
→ 4.2%, 4.2%, 3.8%, -6.2%, -7.6, 74.2%[activator], -2.5%, -13.6%, -8.9%
COc1ccc(-c2cc(C(=O)N3CCCC3)no2)cc1OC
→ 1.7%[12.4 µM], 5.9%, -19.9%, -18.8%, -18.3, 51.0%[activator], -0.6%, 7.0%, 4.2%
O=C(Cn1ccc(NC(=O)OCc2ccccc2)nc1=O)NCc1nc2ccccc2[nH]1
→ 19.7%, ., -1.9%, -1.4%, ., ?, ., 7.9%, .
Cc1cc(C)cc(C(=O)N2CC(=O)Nc3ccc(C)cc3C2c2ccccc2)c1 (stereo not given)
→ ., 4.8%, i, ?, -18.9, 16.8%, -7.5%, 1.9%, -9.2%
Cc1ccc(NC(=O)CN2CCN(C(=O)c3ccco3)CC2)cc1S(=O)(=O)N(C)C
→ ., ., -6.8%, -24.8%, -3.0, 30.2%[activator], ., -13.6%, .
O=C(/C=C/c1ccc(Cl)cc1)N1CCN(c2ccc([N+](=O)[O-])c(N3CCOCC3)c2)CC1
→ 2.4%, 9.7%, 0.3%, -23.0%, ., 18.4%, 6.2%, -5.2%, -2.3%
COc1ccc(C2=NN(C(=O)CN3CCCCC3)C(c3ccc(OC)cc3)C2)cc1 (stereo not given)
→ 4.9%, -18.4%, -0.2%, -20.8%, ., 30.0%, -13.9%, -0.1%, -0.7%
CC(C)(/C=N/O)/[N+]([O-])=C/c1ccco1
→ 3.5%, 38.0%, -8.4%, -1.1%, -20.8, 4.5%, -5.8%, -6.4%, 1.2%
CC(C)OP(=O)(CCP(=O)(OC(C)C)OC(C)C)OC(C)C
→ 18.4%, 11.7%, i, -17.8%, -9.3, 136.0%[activator], 10.2%, 8.5%, -9.3%
CCCCN1C[C@H](C)[C@@H](CC(=O)NCc2ccccc2)C1=O
→ 36.8%, 20.2%, -9.2%, -13.6%, ., 11.6%&10.4%, -4.6%, 3.9%&-8.1%, -1.8%
CCOc1cc(N2CCOCC2)c(OCC)cc1NC(=O)Cc1cccc(OC)c1
→ -3.7%, 8.9%, 1.0%, -9.5%, -0.6, 5.9%, -15.3%, -8.3%, -1.0%
COc1ccccc1OCC(=O)Nc1ccc(S(=O)(=O)Nc2cc(C)on2)cc1
→ -20.7%, 57.8%, i, -7.5%, -1.3, 119.4%[activator], 6.7%, 2.3%, 1.1%
CCOC(=O)c1cc2sccc2n1Cc1ccccc1
→ -3.0%, ?, -7.2%, -5.2%, 2.4, 2.1%, -1.7%, -18.3%, -7.7%
O=C1/C(=C\c2ccc(-c3ccccc3[N+](=O)[O-])o2)C(c2ccccc2)=NN1c1ccccc1
→ -10.7%, -8.9%, 2.0%, 50.1µM*, -1.2, 10µM*, -21.0%, -10.9%, -1.1%
Cc1ccnc(NS(=O)(=O)c2ccc(NC(=O)CSc3nc(-c4ccccc4)cc(=O)[nH]3)cc2)n1
→ 0.8%, 10.7%, -9.3%, ?, -6.4, ?, -1.7%, -22.5%, -0.7%
O=C(COC(=O)C1CC(=O)N(CCc2ccccc2)C1)c1ccc[nH]1 (stereo not given)
→ 6.7%, ., -7.1%, -20.5%, 11.9, 12.6%, ., -6.1%, .
O=C(c1cc(-c2ccccc2Cl)on1)N1CCCC1
→ -9.9%, 1.6%, -9.2%, -9.6%, -3.1, 2.2%, -1.2%, -1.3%, -3.6%
Cc1cccc(NC(=O)c2nc[nH]c2C(=O)N[C@@H](C)C(=O)OCc2ccccc2)c1
→ -9.0%, 14.7%, -2.3%, ?, ., ?, ?, -0.3%, -3.4%
CC12CCC(C(=O)NNc3ccc([N+](=O)[O-])cc3)(CC1=O)C2(C)C (stereo not given)
→ -4.5%, 26.3%, 4.8%, -5.6%, 6.7, -11.1%, -5.4%, -11.0%, 0.3%
CCOc1cc(C(=O)Nc2ccc(-c3cn4cccnc4n3)cc2)cc(OCC)c1OCC
→ ., -16.1%, -9.0%, -1.0%, -10.1, 18.0%, 100.4%[activator], -19.9%, 3.3%
O=C(CSc1nnc(CNC(=O)c2ccccc2F)o1)c1ccccc1
→ -1.6%, 8.6%, 10.2%, 4.1%, -9.3, 8.0%, -7.0%, -2.6%, 0.0%
CCN(CC(=O)Nc1ccccc1C(F)(F)F)C(=O)CCc1c(C)[nH]c(=O)c(C#N)c1C
→ 10.2%, 42.0%, 3.2%, 2.1%, -20.7, -3.2%, -7.3%, -5.6%, -3.6%
Cc1ccc(C)c(Nc2nc3c(S(=O)(=O)c4ccc(Br)cc4)nnn3c3ccsc23)c1
→ ., 17.8µM*, -3.3%, -25.5%, -6.2, 44.7µM*, 5.4%, ?, ?
O=C(Nc1ccc2c(c1)OCO2)c1ccc(Br)c(S(=O)(=O)N2CCCC2)c1
→ 16.5%, 12.3%, -5.9%, -4.0%, -18.9, 3.1%, -0.2%, -6.6%, -6.8%
COc1ccc(C(=O)NCc2ccccc2)cc1S(=O)(=O)N1CCCc2ccccc21
→ -8.8%, 6.0%, -6.1%, -13.4%, -8.1, ?, -5.5%, 5.6%, -9.1%
COc1cc([N+](=O)[O-])ccc1NC(=O)CCCOc1ccccc1
→ -4.0%, 27.0%, 6.8%, -7.7%, -3.1, 13.5%, ?, -3.3%, -9.8%
O=C(COC(=O)/C=C/c1ccc(F)cc1)NC1CCCCCC1
→ 34.6%, ., 4.7%, -3.1%, 4.6, 7.5%, ., -9.2%, .
CC(CNS(=O)(=O)c1ccc(Cl)cc1)n1cncn1 (stereo not given)
→ 14.1%[12.4 µM], 15.7%, -3.5%, 0.9%, -3.6, 8.4%, -1.3%, -1.0%, 3.3%
O=C(Nc1nnc(SCc2ccc(F)cc2)s1)c1ccc2ncsc2c1
→ ?, 2.5%, -9.6%, -6.1%, -12.7, 3.16µM*, -20.5%, 1.0%, -7.2%
CCN1C(=NCCOC)N[C@@H](c2cccc(C(F)(F)F)c2)C(C(=O)OC)=C1C
→ -4.0%&0.1%, 2.6%, -10.2%, -11.8%, ., -18.0%, -18.1%, 0.9%, 1.7%
Cc1ccc(NC(=O)Nc2cccc3ccccc23)cc1
→ -0.6%, 7.3%, 4.2%, 10.5%, -8.1, -12.7%, -2.1%, -4.2%, -2.0%
FC(F)(F)c1ccc(N2CCN(Cc3ccc4c(c3)OCO4)CC2)nc1
→ -4.2%, -0.6%, -7.6%, -10.5%, ., -6.7%, -8.9%, -16.4%, -6.3%
CC(=O)c1ccc(NC(=O)C2CCCN2S(=O)(=O)c2ccc(C)cc2)cc1 (stereo not given)
→ -5.5%, 3.4%, -1.1%, -4.1%, ., ?, -12.8%, -17.1%, 1.7%
CC(C)CNC(=O)c1cccc(NC(=O)c2ccc(Cl)c([N+](=O)[O-])c2)c1
→ 2.8%, 24.6%, 7.2%, -7.1%, ?, 13.4%, ?, -3.7%, -9.7%
O=c1cc(O)c2ccc(O)cc2o1
→ 14.7%, 2.1%, -5.0%, 3.1%, 7.8, 10.3%, 3.3%, -12.5%, 0.0%

# 3 compounds out of the list, arranged by count of non-hydrogen atoms, smallest number first:
# Results follow in this order: APE1 inh, POLB inh, Tb PGK inh, POLH inh, RXFP1 antag, POLI inh, Anesthetic bind, POLK inh, BLM inh
O=c1cc(O)c2ccc(O)cc2o1
→ 14.7%, 2.1%, -5.0%, 3.1%, 7.8, 10.3%, 3.3%, -12.5%, 0.0%
Cc1ccc(NC(=O)Nc2cccc3ccccc23)cc1
→ -0.6%, 7.3%, 4.2%, 10.5%, -8.1, -12.7%, -2.1%, -4.2%, -2.0%
CCN1C(=NCCOC)N[C@@H](c2cccc(C(F)(F)F)c2)C(C(=O)OC)=C1C
→ -4.0%&0.1%, 2.6%, -10.2%, -11.8%, ., -18.0%, -18.1%, 0.9%, 1.7%
